LYPLA2 counter: LYPLA2 (human) inhibition in PME1 counter-screen; recombinant LYPLA2, FP-Rh probe fluorescence polarization; inhibition, % at 5.9 µM; 320,000 compounds, 0.38% hits; AID 2177;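 active means inhibition above the screen-wide mean plus 3 SD, limit set per campaign, cut at about 26% in these data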;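 further: 0% = LYPLA2 with DMSO and 100% = wells lacking LYPLA2 enzyme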
PAD4 inh: inhibitors of human PAD4; Q9UM07; recombinant PAD4, RCA probe fluorescence polarization; inhibition, % at 6.36 µM; 330,000 compounds, 0.41% hits; AID 485272;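 active means percent inhibition above a cutoff equal to the mean of all tested compounds plus 3 SD, cut at about 15% in these data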;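 further: 0% = PAD4 with RCA probe and DMSO and 100% = probe without PAD4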
PAFAH1B3 inh: inhibitors of human PAFAH1B3. Q15102. recombinant PAFAH1B3, FP-rhodamine probe, fluorescence polarization. inhibition, % at 3.39 µM. 340,000 compounds, 0.28% hits. AID 492972;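 active means inhibition above the screen-wide average of all tested compounds plus 3 SD, cut at about 25% in these data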;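 further: 0% = enzyme with DMSO only and 100% = wells lacking PAFAH1B3 protein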
PREPL inhibitor: human PREPL enzyme inhibition; Q4J6C6; AID 2751; 320,000 compounds, 0.68% hits; recombinant PREPL, fluorescence polarization activity-based probe; inhibition, % at 5.96 µM; in the data active means inhibition above about 43%;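 further: 0% = enzyme with DMSO and 100% = wells lacking enzyme; many of its hits are not listed in these tables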
Target sequence (Q4J6C6 whole entry, looked up): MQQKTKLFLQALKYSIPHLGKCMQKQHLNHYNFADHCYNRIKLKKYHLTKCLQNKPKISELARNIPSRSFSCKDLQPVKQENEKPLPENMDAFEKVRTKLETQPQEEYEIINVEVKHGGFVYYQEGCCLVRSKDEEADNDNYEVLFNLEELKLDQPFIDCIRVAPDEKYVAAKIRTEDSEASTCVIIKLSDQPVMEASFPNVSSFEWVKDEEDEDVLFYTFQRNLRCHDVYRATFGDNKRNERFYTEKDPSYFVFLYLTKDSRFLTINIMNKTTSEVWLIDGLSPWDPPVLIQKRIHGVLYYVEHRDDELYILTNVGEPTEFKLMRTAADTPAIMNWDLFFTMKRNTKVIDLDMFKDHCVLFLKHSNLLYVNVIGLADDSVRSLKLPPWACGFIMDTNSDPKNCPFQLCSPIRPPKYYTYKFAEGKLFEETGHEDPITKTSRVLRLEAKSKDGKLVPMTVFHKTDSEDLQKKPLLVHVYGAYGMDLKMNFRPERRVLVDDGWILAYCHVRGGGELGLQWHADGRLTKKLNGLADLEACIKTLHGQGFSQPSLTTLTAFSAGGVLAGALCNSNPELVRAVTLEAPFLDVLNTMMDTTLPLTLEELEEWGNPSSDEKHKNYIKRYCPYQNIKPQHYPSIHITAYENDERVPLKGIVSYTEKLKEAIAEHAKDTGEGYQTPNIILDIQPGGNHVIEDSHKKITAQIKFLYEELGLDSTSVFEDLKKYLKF
PAFAH2 inh: PAFAH2 (human) inhibition; Q99487; recombinant PAFAH2, FP-rhodamine activity probe, fluorescence polarization; inhibition, % at 3.39 µM; 340,000 compounds, 0.99% hits; AID 492956;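 active means inhibition above the mean over all tested compounds plus 3 SD, cut at about 30% in these data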;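 further: inhibitors block probe labeling of enzyme so polarization drops; 0% = enzyme with DMSO and 100% = wells lacking PAFAH2 protein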
EBNA-1 inhibitor: blocks EBNA-1 binding to DNA. EBNA-1 DNA binding, fluorescence polarization. AID 1950. inhibition, % at 14.8 µM. 300,000 compounds, 0.34% hits; in the data active means inhibition above about 28%
GSTO1 counter: counter-screen for RBBP9 inhibitors: inhibitors of human GSTO1. P78417. recombinant GSTO1, activity-based probe fluorescence polarization. inhibition, % at 5.96 µM. 300,000 compounds, 1.1% hits;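 active means inhibition above the campaign mean inhibition plus 3 SD, cut at about 35% in these data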;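 further: 0% = GSTO1-1 with DMSO and 100% = wells lacking GSTO1-1 enzyme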
Target sequence (P78417 whole entry, looked up): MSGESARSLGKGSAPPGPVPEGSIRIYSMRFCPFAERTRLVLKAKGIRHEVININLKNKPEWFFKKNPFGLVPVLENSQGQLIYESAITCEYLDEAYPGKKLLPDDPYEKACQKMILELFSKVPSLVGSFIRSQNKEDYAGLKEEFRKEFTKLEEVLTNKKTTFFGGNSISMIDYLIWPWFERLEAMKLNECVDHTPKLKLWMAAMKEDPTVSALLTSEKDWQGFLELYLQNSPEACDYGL
ZTA DNA inh: counter-screen for EBNA-1 inhibitors: inhibitors of Epstein-Barr virus ZTA; 320,000 compounds, 0.15% hits; P03206; inhibition, % at 11 µM; ZTA-DNA binding, fluorescence polarization; in the data active means inhibition above about 33%
LYPLA1 counter: LYPLA1 (human) inhibition in PME1 counter-screen. O75608. AID 2174. recombinant LYPLA1, FP-Rh probe fluorescence polarization. inhibition, % at 5.9 µM. 320,000 compounds, 0.16% hits;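 active means inhibition above the mean of all tested compounds plus 3 SD, set per campaign, cut at about 14% in these data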;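 further: inhibitors block serine hydrolase probe labeling of LYPLA1 so polarization falls; 0% = enzyme with DMSO and 100% = wells lacking LYPLA1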
Starred values were filed as active, the others as inactive; / = no result given. Only part of the results is shown; rates above refer to the full screens.

SMILES	LYPLA2 counter	PAD4 inh	PAFAH1B3 inh	PREPL inhibitor	PAFAH2 inh	EBNA-1 inhibitor	GSTO1 counter	ZTA DNA inh	LYPLA1 counter
CCN1CCN(C(=O)Cn2ncc3c2-c2ccccc2OC3)CC1	-6	5	0	12	2	-12	-6	-5	-2
CCc1cc2c(NCCO)ncnc2s1	9	4	7	-2	-5	-1	3	1	-2
O=C1OC[C@H](Cc2ccc3c(c2)OCO3)/C1=C\c1ccc2c(c1)OCO2	2	2	13	-16	0	15	1	3	-1
NS(=O)(=O)c1ccc(CNC(=O)/C=C/c2ccccc2[N+](=O)[O-])cc1	6	13	0	3	2	-4	7	5	5
O=C(CSc1nnc(-c2ccc(S(=O)(=O)N3CCCC3)cc2)o1)NCc1ccco1	-1	-2	3	-2	-1	-5	30	11	-5
S=C(NC1CCCCC1)N1CCN(C2CCCCC2)CC1	0	-3	2	3	-1	-2	11	1	-2
CCc1cc(C(=O)NNC(=S)NC(C)c2ccccc2)cs1 (stereo not drawn)	5	-4	-8	12	-2	-6	-4	-22	2
COCCCN=Cc1c(-c2ccccc2)[nH]n(-c2nc3ccccc3s2)c1=O	-21	-9	-3	-6	-4	4	-26	-1	-13
Cn1nc(-c2ccccc2F)c2cc(C(=O)N3CCN(C(=O)c4ccco4)CC3)sc21	0	-3	9	-15	5	-1	0	8	-3
CC(C)c1ccc(/C=C/C(=O)NC2CCCCC2)cc1	-2	-2	4	-3	-5	8	4	4	-3
CC(C)C[C@H](NC(=O)[C@@H]1Cc2c([nH]c3ccccc23)C2c3ccccc3C(=O)N21)C(=O)NCC1CCCO1 (stereo partly drawn)	1	-11	2	8	4	-10	6	-10	-2
CCOC1(c2ccccc2)CC1C(=O)N/N=C/c1cccc([N+](=O)[O-])c1 (stereo not drawn)	8	4	8	-5	12	5	9	16	5
CC(=O)c1ccc(NC(=O)c2cccc(S(=O)(=O)N3CCN(C)CC3)c2)cc1	1	-1	1	-12	-2	1	-5	-10	-5
COc1cccc(NC(=O)N2CCCCCC2)c1	-3	-3	8	9	3	-2	0	4	-2
O=C1CCCc2oc3c(c21)CCCC3	1	3	2	15	0	-8	8	-30	-2
Clc1cccc(COn2c(-c3ccc(Cl)cc3Cl)nc3ncccc32)c1	10	-3	8	5	4	1	3	12	0
CCOc1ccc(NC(=O)CN(C)C(=O)c2ccc(COc3ccccc3)o2)cc1OCC	-3	-2	1	-4	5	-18	-1	-10	-2
CC(C)(C)c1ccc(S(=O)(=O)CC(O)CSc2nc3c(cc2C#N)CCCC3)cc1 (stereo not drawn)	-1	-3	5	-6	6	-14	-8	9	-3
Clc1nc(Cl)nc(NCCC2=CCCCC2)n1	4	1	8	-8	-1	9	7	4	4
CCOc1ccc(N2C(=O)c3cccnc3C2Nc2ccc(F)cc2)cc1 (stereo not drawn)	7	-5	3	2	-8	7	6	-19	3

An excerpt from above, showing only LYPLA1 counter, ZTA DNA inh and LYPLA2 counter.
smiles | LYPLA1 counter | ZTA DNA inh | LYPLA2 counter
O=C1CCCc2oc3c(c21)CCCC3 | -2 | -30 | 1
CC(C)c1ccc(/C=C/C(=O)NC2CCCCC2)cc1 | -3 | 4 | -2

Next part.
SMILES	LYPLA2 counter	PAD4 inh	PAFAH1B3 inh	PREPL inhibitor	PAFAH2 inh	EBNA-1 inhibitor	GSTO1 counter	ZTA DNA inh	LYPLA1 counter
Cc1nc(N2CCC(C)CC2)c2c(C)c(C(=O)Nc3ccccc3C(F)(F)F)sc2n1	-8	-5	3	15	-8	-5	-3	2	-5
CCC(OC(=O)C1=Cc2ccccc2OC1)C(=O)NC1CCCC1 (stereo not drawn)	-2	1	-2	7	-4	0	3	13	3
CCN1CCn2c3c(c4cc(Cl)ccc42)CCCC31 (stereo not drawn)	-8	-2	4	38	9	-2	2	-18	2
Cc1ccc(S(=O)(=O)N2CCC(C(=O)N[C@@H](C)C(=O)NCc3ccco3)CC2)cc1	0	-1	0	3	1	-13	6	-19	48*
CC(=O)Nc1ccc(S(=O)(=O)Nc2c(C)nn(-c3ccccc3)c2C)cc1	7	5	10	9	4	11	12	-16	1
CC(C)(C)C(=O)Nc1ccc(C(=O)N/N=C/c2ccccc2OC(=O)c2ccccc2)cc1	-66	-1	13	5	-31	-4	-3	5	-38
CSc1ncccc1C(=O)NCC(c1cccs1)N1CCOCC1 (stereo not drawn)	-9	-2	6	0	-1	10	-12	11	0
CC1=C(C(=O)OC(C)C)C(c2ccc(F)cc2)NC(=O)N1 (stereo not drawn)	-6	-13	5	8	-9	-12	11	6	-2
CN1CCN(c2ccc(C(F)(F)F)cc2NC(=O)c2ccco2)CC1	-5	1	8	2	7	0	-2	-9	-1
CC(=O)NNC(=S)NC(=O)C(c1ccccc1)c1ccccc1	10	1	7	3	5	-4	-2	-27	1
CC(=O)c1cccc(NC(=O)C(Sc2ncnc3ccccc23)c2ccccc2)c1 (stereo not drawn)	-22	14	3	-8	-8	5	-18	-5	-18
CCn1c(=O)cc(OCC(=O)NCCCN2CCCC2=O)c2ccccc21	-6	2	0	10	4	-13	4	10	-3
CC(=O)CN1C(=O)NC(c2ccccc2)(c2ccccc2)C1=O	-2	0	4	-4	1	-6	1	0	1
Cc1[nH]c2ccc(C(=O)N3CCN(Cc4ccccc4)CC3)cc2c1C	4	2	7	37	-4	0	0	16	6
CCOCC(=O)Nc1cccc(SC)c1	-2	-5	5	16	0	-20	1	5	0
Cc1nnc2c(NC3CCCCC3)nc3ccccc3n12	4	-3	2	-3	6	6	3	0	4
Cc1cc(C)c2ccc(=O)n(CC(=O)N/N=C/c3ccccc3Cl)c2n1	-2	2	6	-6	13	-5	7	5	-1
COc1ccc(C(=O)OC(COc2ccccc2)Cn2ccnc2)cc1 (stereo not drawn)	4	2	4	-109	-4	-5	2	-2	1
CC(C(=O)c1ccc(-c2ccccc2)cc1)[n+]1cccc(C(N)=O)c1 (stereo not drawn)	8	2	4	38	1	8	3	2	3
Cc1nnc(SCC(=O)N2CCN(S(=O)(=O)c3ccccc3)CC2)[nH]c1=O	1	-3	5	28	2	8	2	-1	5
COc1ccc(/C=N/NC(=O)c2ccc(C)nc2)cc1O	0	-3	3	4	-5	-7	14	5	1
C=CCc1cccc(/C=N/NC(=O)CNc2ccccc2OC)c1O	-1	1	8	8	11	5	3	6	-3
COc1ccc(NS(=O)(=O)c2ccc3c(c2)N(C(C)=O)CCO3)cc1	6	-2	8	14	1	4	0	-19	2
Cc1nn(C(C)C(=O)O)c(=O)c2c1sc1ccccc12 (stereo not drawn)	-2	-6	-4	4	-6	1	0	3	1
CCCCOc1ccc(C(=O)Nc2ccc(N3CCN(C)CC3)cc2)cc1	0	2	11	0	5	-6	4	-5	-1
Cc1nn(-c2nnc(NCc3ccccc3)nn2)c(C)c1Br	4	-10	7	-1	2	-8	23	-13	1
COc1ccc(NC(=O)c2ccc(NC(=O)C3CC3)cc2)cc1	-9	-5	0	3	-5	22	-2	10	-4
CCn1c(SCc2nc(-c3ccccc3)no2)nnc1-c1cccs1	-2	5	7	-5	5	2	19	2	-1
Cc1cc(N)n(-c2ccc3ccccc3c2)n1	-3	1	8	29	2	-5	1	-9	-5
Cc1ccc(-n2c(=O)c3sccc3n(CC(=O)NCc3ccco3)c2=O)cc1F	-2	-3	4	3	-4	-7	-11	-13	0

Whole records, quoted from the list:
Cc1nn(-c2nnc(NCc3ccccc3)nn2)c(C)c1Br as listed: LYPLA2 counter: 4; PAD4 inh: -10; PAFAH1B3 inh: 7; PREPL inhibitor: -1; PAFAH2 inh: 2; EBNA-1 inhibitor: -8; GSTO1 counter: 23; ZTA DNA inh: -13; LYPLA1 counter: 1
CCCCOc1ccc(C(=O)Nc2ccc(N3CCN(C)CC3)cc2)cc1 as listed: LYPLA2 counter: 0; PAD4 inh: 2; PAFAH1B3 inh: 11; PREPL inhibitor: 0; PAFAH2 inh: 5; EBNA-1 inhibitor: -6; GSTO1 counter: 4; ZTA DNA inh: -5; LYPLA1 counter: -1

Next records
SMILES	LYPLA2 counter	PAD4 inh	PAFAH1B3 inh	PREPL inhibitor	PAFAH2 inh	EBNA-1 inhibitor	GSTO1 counter	ZTA DNA inh	LYPLA1 counter
Cn1c(N)c(C(=O)COC(=O)/C=C/c2cccc(Br)c2)c(=O)n(C)c1=O	6	4	1	38	3	/	/	-3	-1
CC(=O)Nc1ccc(NC(=O)C(C)OC(=O)CC2CCCCC2)cc1 (stereo not drawn)	-3	7	0	-6	3	2	3	-4	0
Cn1nc(CC(=O)Nc2ccc(N3CCN(C(=O)OC(C)(C)C)CC3)cc2)c2ccccc2c1=O	4	0	5	-5	-3	4	3	-1	2
COc1cc(NC(=O)Nc2cc(C)on2)cc(OC)c1OC	4	-1	4	3	-3	0	0	8	0
CC(C)(C)c1ccc(C(=O)NCC(=O)OCN2C(=O)c3ccccc3C2=O)cc1	3	0	4	-24	-1	-6	15	-12	-1
CCCN(CC(=O)Nc1ccccc1OC)C(=O)CCCN1C(=O)c2ccccc2C1=O	1	0	-7	-4	-3	6	1	16	1
CC1(C)N=C(N)N=C(N)N1c1ccc(Oc2ccc(Cl)cc2)c(Cl)c1	0	-2	10	55*	-13	6	-2	3	1
COc1ccc(C(=O)NCc2nnc(SCC(=O)Nc3nnc(C)s3)o2)cc1	-1	1	0	-4	-3	-2	21	-3	1
COC(=O)c1cccc(NC(=O)CC2C(=O)NCCN2C(=O)Nc2ccccc2)c1 (stereo not drawn)	7	-2	14	-5	-10	12	6	3	2
COCCOC(=O)C1=C(N)Oc2c(oc(CO)cc2=O)C1c1ccccc1F (stereo not drawn)	2	5	3	1	1	2	-1	18	1
O=C(Nc1ccc(N2CCOCC2)cc1)c1ccc(Cl)c(S(=O)(=O)N2CCCCC2)c1	-2	-2	7	15	4	/	/	7	-3
C(=N\N1CCN(C(c2ccccc2)c2ccccc2)CC1)/c1ccc2c(c1)OCO2	4	-4	4	0	8	-6	-8	6	3
CC[n+]1c(C)sc2c3ccsc3ccc21	-2	5	4	3	-7	-12	3	-28	4
COc1cccc2[nH]c3ccccc3c(=O)c12	-4	-5	7	2	0	9	1	-10	5
Cc1nn(-c2ccccc2)c(Cl)c1/C=N/Nc1nnc(C)c(=O)[nH]1	-3	-1	-4	-13	3	-11	-4	-1	-1
C=C(C)C1CC=C(CN2CCC(C(=O)OCC)CC2)CC1 (stereo not drawn)	-8	-12	6	5	-6	-13	-4	-1	-3
COCCN(CCOC)C(=O)c1cc2sc3ccccc3c2s1	4	-3	3	7	7	12	9	12	0
CC1CC(NS(=O)(=O)c2cccs2)CC(C)(C)C1 (stereo not drawn)	1	-2	15	0	8	-2	12	-15	0
COc1ccc(C(CNC(=O)COc2ccccc2C)N2CCOCC2)cc1 (stereo not drawn)	3	3	11	8	-1	0	8	-10	0
O=C(NCc1ccco1)C(c1cccs1)N(C(=O)C1COc2ccccc2O1)c1cccc(O)c1 (stereo not drawn)	4	-7	6	1	-4	-10	0	-3	1
CCn1c(SCC(=O)NC(C)(C)C)nnc1-c1ccccn1	5	0	4	9	9	4	-1	-3	-1
COc1ccc2nc(CNC(=O)C3CCC(=O)N(CCc4ccccc4)C3)[nH]c2c1 (stereo not drawn)	0	-2	0	6	0	3	4	-6	-5
CC(C)(C)[C@@H]1COC(=O)[C@H](Cc2ccc(F)cc2)CC/C=C\C[C@@H](CC(=O)N(CCO)Cc2ccccc2)C(=O)N1	/	1	-2	47*	5	/	/	/	/
O=c1oc2ccccc2c(NCc2ccc(Cl)cc2)c1[N+](=O)[O-]	-3	-8	2	17	0	-21	-56	-10	0
COCCNS(=O)(=O)c1cc(C(=O)O)ccc1OC	-1	0	0	-8	4	-4	3	-2	0
Cc1onc(-c2ccccc2)c1C(=O)Nc1cccc2nsnc12	3	1	5	5	0	2	5	5	1
Cn1cc(SCC(=O)NCc2ccc3c(c2)OCO3)c2ccccc21	11	-2	-10	7	-152	6	7	-12	-1
